LMP1 NFkB inh = inhibitors of Epstein-Barr LMP1-induced NF-kappaB reporter. actives 0.69% (n = 350,000). LMP1-induced NF-kappaB luciferase reporter cells, luminescence. AID 504558. inhibition, % at 12.5 µM; in the data active means inhibition above about 41%; inconclusive means no clear call, values can overlap the other calls;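 further: 0% = neutral control wells and 100% = reference inhibitor control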
TROY NFkB inh = blocks TROY-dependent signaling in reporter cells | inhibition, % at 10 µM | AID 1347056 | actives 0.98% (n = 360,000) | Q293 LMP1-TROYcd NF-kB luciferase reporter, 4 h;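 active means compounds whose plate-normalised and pattern-corrected inhibition of the luciferase reporter signal at the single screening dose is 50% or more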
TLR9-MyD88 block = inhibitors of human TLR9-MyD88 binding. AID 504734. Q9NR96+Q99836. inhibition, % at 4.98 µM. actives 0.21% (n = 340,000). CHO BLA complementation TLR9-MyD88, CCF4 FRET ratio;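 active means inhibition above the mean over all tested compounds plus 3 SD, cut at about 21% in these data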;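 further: 0% = DMSO only wells and 100% = clavulanate BLA inhibitor control wells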
NCOA3 inh = inhibits human SRC3 coactivator. Q9Y6Q9. HEK293 GAL4-SRC3 luciferase reporter, luminescence. inhibition, % at 3.6 µM. actives 0.17% (n = 360,000). AID 588352;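 active means inhibition above a per-campaign cutoff, the mean of all compounds plus 3 SD, cut at about 60% in these data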;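 further: 0% = DMSO-treated cells and 100% = gossypol-treated cells at 36 µM; higher means less SRC3-driven luciferase light from the GAL4 reporter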
Vif inh = HIV Vif inhibition | HEK293T cells, Vif self-association by quenched fluorescence, imaging, 24 h | inhibition, % at 7.49 µM | actives 0.35% (n = 340,000); in the data active means inhibition above about 50%, passing the limit was not always enough; inconclusive means no clear call, values can overlap the other calls; inactive means below about 31%; further: some results filed as inactive read as strong as hits
COUP-TFII inh = blocks human COUP-TFII nuclear receptor; P24468; HEK293T NGFI-A luciferase reporter, luminescence; inhibition, % at 8.6 µM; actives 0.7% (n = 370,000);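 active means inhibition above a per-plate cutoff, mean inhibition of test wells between control levels plus 3 SD, cut at about 38% in these data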;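 further: cells cotransfected with COUP-TFII expression vector driving the NGFI-A reporter; 0% = median of COUP-TF2 test wells and 100% = reporter-only cells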
Target sequence (P24468 whole entry, looked up): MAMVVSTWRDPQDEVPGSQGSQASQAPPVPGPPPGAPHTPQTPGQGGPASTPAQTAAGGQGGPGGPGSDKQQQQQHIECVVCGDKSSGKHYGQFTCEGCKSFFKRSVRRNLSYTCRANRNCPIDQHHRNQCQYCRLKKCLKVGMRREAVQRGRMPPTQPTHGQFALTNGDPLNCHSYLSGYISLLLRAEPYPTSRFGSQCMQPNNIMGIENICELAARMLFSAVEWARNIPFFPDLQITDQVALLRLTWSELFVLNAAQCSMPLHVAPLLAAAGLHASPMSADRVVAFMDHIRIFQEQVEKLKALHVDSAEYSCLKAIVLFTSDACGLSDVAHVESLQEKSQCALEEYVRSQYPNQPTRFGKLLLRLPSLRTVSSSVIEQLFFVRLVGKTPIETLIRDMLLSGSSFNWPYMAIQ
LRH-1 inv ag = NR5A2 inverse agonism in reporter assay. O00482. HEK293T StAR-luciferase reporter, LRH-1 transfected, 24 h. inhibition, % at 3.6 µM. actives 0.13% (n = 360,000). AID 602396;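 active means inhibition above the mean inhibition of all tested compounds plus 3 SD, cut at about 73% in these data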;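 further: 0% = DMSO wells and 100% = reporter-only cells lacking LRH-1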
NCOA2 inhibitor = human SRC2 (NCOA2) inhibition. actives 0.17% (n = 370,000). Q15596. HEK293 GAL4-SRC2 luciferase reporter, luminescence. inhibition, % at 9 µM;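 active means inhibition above the mean inhibition of all tested compounds plus 3 SD, set per campaign, cut at about 52% in these data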;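 further: 0% = DMSO treated cells and 100% = cells given Gossypol at 36 µM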
TRAIL sens C8 = caspase-8 TRAIL sensitization. actives 1% (n = 360,000). AID 624354. inhibition (viability loss, TRAIL sensitization), % at 10 µM. NB7+C8 cells + TRAIL, ATPlite viability luminescence;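 active means compounds causing at least 50% loss of cell viability in the single-dose screen, relative to plate controls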
SRC1 inh = inhibits human SRC1 coactivator. HEK293 GAL4-SRC1 luciferase reporter, luminescence. actives 0.12% (n = 360,000). inhibition, % at 3.6 µM;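 active means inhibition above the campaign mean plus 3 SD, with each screening campaign given its own cutoff, cut at about 60% in these data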;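 further: 0% = DMSO treated cells and 100% = gossypol at 36 µM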
NOD2-RIPK2 inh = inhibitors of human NOD2-RIPK2 interaction. CHO BLA complementation NOD2-RIPK2, CCF4 ratio. inhibition, % at 4.98 µM. actives 0.38% (n = 360,000). AID 624267; in the data active means inhibition above about 21%;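 further: 0% = vehicle only and 100% = reference blocker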
Target sequence (O43353 whole entry, looked up): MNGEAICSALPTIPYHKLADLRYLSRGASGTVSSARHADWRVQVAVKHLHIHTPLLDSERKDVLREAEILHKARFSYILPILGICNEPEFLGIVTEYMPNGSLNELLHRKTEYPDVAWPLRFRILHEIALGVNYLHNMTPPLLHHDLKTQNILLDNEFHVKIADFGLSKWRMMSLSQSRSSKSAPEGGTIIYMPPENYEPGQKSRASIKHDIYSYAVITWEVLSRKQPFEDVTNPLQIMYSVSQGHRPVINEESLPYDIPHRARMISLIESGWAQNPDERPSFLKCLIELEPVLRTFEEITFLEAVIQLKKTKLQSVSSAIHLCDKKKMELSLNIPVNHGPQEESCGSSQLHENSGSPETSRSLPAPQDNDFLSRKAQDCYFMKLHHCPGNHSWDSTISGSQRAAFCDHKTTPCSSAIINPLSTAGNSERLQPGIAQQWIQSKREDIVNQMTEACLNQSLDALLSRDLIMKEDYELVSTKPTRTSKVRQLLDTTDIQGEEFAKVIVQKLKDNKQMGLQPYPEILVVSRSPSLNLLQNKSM
The depositor's hits bear a star; ? = inconclusive; . = no result given. An excerpt; the hit share may differ from the screen's.

#1 Cc1ccccc1NC(=S)Nn1cnnc1
#2 COc1cccc(C2CC(c3cccs3)=NN2C(=O)CSC2=NN3CCCC(=O)N=C3S2)c1OC (stereo not drawn)
#3 CC(C)(C)Cc1c(-c2cccc(Br)c2)nc2ccc(Cl)cn12
#4 CCOC(=O)c1oc2ccccc2c1COC(=O)CNC(=O)c1ccccc1
#5 C=CCc1ccc(OCC(O)COCC)c(OC)c1 (stereo not drawn)
#6 COc1cc(NC(=O)Nc2cccc(C(C)=O)c2)cc(OC)c1OC

screen / no.,1,2,3,4,5,6
NCOA3 inh,10,-1,-10,-15,-45,1
TROY NFkB inh,-22,-3,-24,2,-33,5
NCOA2 inhibitor,-5,1,-7,11,-46,-14
TLR9-MyD88 block,1,5,.,-14,-4,1
COUP-TFII inh,2,7,-14,24,-63,-8
SRC1 inh,-6,-19,-25,-16,-77,-5
NOD2-RIPK2 inh,-4,-7,4,9,-13,1
LMP1 NFkB inh,0,2,.,-21,-14,3
Vif inh,1,9,.,-4,2,-2
LRH-1 inv ag,6,18,-24,-15,-86,-4
TRAIL sens C8,4,-6,8,5,7,-3

The closing 4 entries of the part before come first, to join the parts:
#3 CC(C)(C)Cc1c(-c2cccc(Br)c2)nc2ccc(Cl)cn12
#4 CCOC(=O)c1oc2ccccc2c1COC(=O)CNC(=O)c1ccccc1
#5 C=CCc1ccc(OCC(O)COCC)c(OC)c1 (stereo not drawn)
#6 COc1cc(NC(=O)Nc2cccc(C(C)=O)c2)cc(OC)c1OC
#7 CCN(CC)c1ncccc1C(=O)NCc1cccs1
#8 CCOC(=O)Cc1csc(NC(=O)c2ccc(F)cc2)n1
#9 COc1ccc(CSc2nnnn2Cc2ccccc2)cc1OC
#10 CC1=C(C(=O)Nc2ccccc2)C(c2ccncc2)C(C#N)=C(SCC(=O)NC(C)C)N1 (stereo not drawn)
#11 N#Cc1cnn(Cc2ccccc2)c1N
#12 COc1cc2cc(C(=O)Nc3ccccc3)c(N)nc2cc1OC

screen / no.,3,4,5,6,7,8,9,10,11,12
NCOA3 inh,-10,-15,-45,1,16,13,-3,9,1,11
TROY NFkB inh,-24,2,-33,5,-16,17,3,2,-21,15
NCOA2 inhibitor,-7,11,-46,-14,-17,9,0,-4,-4,-22
TLR9-MyD88 block,.,-14,-4,1,0,1,3,-9,4,5
COUP-TFII inh,-14,24,-63,-8,22,12,-4,10,0,-33
SRC1 inh,-25,-16,-77,-5,16,1,2,-9,7,-5
NOD2-RIPK2 inh,4,9,-13,1,-4,0,-6,-4,-3,2
LMP1 NFkB inh,.,-21,-14,3,-7,10,11,4,4,9
Vif inh,.,-4,2,-2,0,.,-18,?,1,-6
LRH-1 inv ag,-24,-15,-86,-4,-10,10,6,2,7,3
TRAIL sens C8,8,5,7,-3,-4,-3,9,-6,-5,-2

#13 CCOC(=O)c1ccccc1N=Cc1c(O)c2ccccc2oc1=O
#14 CCOC(=O)C1CCN(C(=O)/C(C)=C\c2ccccc2)CC1
#15 O=C(Nc1ccc(Br)cn1)c1coc(=O)c(Br)c1
#16 N#Cc1ccc(C(=O)NC2CCCCCCC2)cc1
#17 CN(CC(=O)N1CCCC1)S(=O)(=O)c1cc(Cl)ccc1Cl
#18 CC(=O)Nc1ccc(S(=O)(=O)NNC(=O)CCC(=O)Nc2cc(C)ccc2C)cc1

screen / no.,13,14,15,16,17,18
NCOA3 inh,4,13,13,-82,-20,9
TROY NFkB inh,12,1,-27,-27,22,0
NCOA2 inhibitor,6,1,-18,-41,-10,-20
TLR9-MyD88 block,-6,-6,3,1,-3,-4
COUP-TFII inh,-18,3,1,-25,15,5
SRC1 inh,-25,1,8,-108,-9,-3
NOD2-RIPK2 inh,3,8,-1,-5,-4,7
LMP1 NFkB inh,3,-10,-3,-24,1,9
Vif inh,12,4,11,-28,-1,-1
LRH-1 inv ag,-17,7,-4,-62,12,9
TRAIL sens C8,-10,-4,-7,17,7,-9

#19 COc1cccc(C(=O)N2CCN(Cc3ccc4c(c3)OCO4)CC2)c1OC
#20 O=C(O)C1CCCCC1C(=O)Nc1ccccc1Nc1ccccc1 (stereo not drawn)
#21 CCOc1cc(/C=C2\N=C(SCC)SC2=O)cc([N+](=O)[O-])c1OC(C)=O
#22 Cc1cc(=O)n2nc(N3CCCC(C(=O)NCc4cccc(Cl)c4)C3)sc2n1 (stereo not drawn)
#23 CCOC(=O)C1CCN(CCC(=O)Nc2ccc(Br)c(C)c2)CC1
#24 Cc1onc(-c2ccccc2)c1C(=O)Nc1ccc(S(=O)(=O)N2CCOCC2)cc1

screen / no.,19,20,21,22,23,24
NCOA3 inh,-29,-11,8,9,-1,5
TROY NFkB inh,-4,12,0,-37,0,9
NCOA2 inhibitor,-16,25,7,-11,-1,-28
TLR9-MyD88 block,2,-11,-2,7,7,-5
COUP-TFII inh,-1,16,-4,2,-14,-10
SRC1 inh,9,-15,-7,20,-5,-14
NOD2-RIPK2 inh,-7,2,-10,-5,-2,-11
LMP1 NFkB inh,11,4,7,-4,4,-8
Vif inh,.,-6,20,-5,-1,4
LRH-1 inv ag,12,20,-6,1,2,-2
TRAIL sens C8,-9,-6,-14,16,1,14

Retrieved by structure from the entries so far (2):
#21 CCOc1cc(/C=C2\N=C(SCC)SC2=O)cc([N+](=O)[O-])c1OC(C)=O
#20 O=C(O)C1CCCCC1C(=O)Nc1ccccc1Nc1ccccc1 (stereo not drawn)

screen / no.,21,20
NCOA3 inh,8,-11
TROY NFkB inh,0,12
NCOA2 inhibitor,7,25
TLR9-MyD88 block,-2,-11
COUP-TFII inh,-4,16
SRC1 inh,-7,-15
NOD2-RIPK2 inh,-10,2
LMP1 NFkB inh,7,4
Vif inh,20,-6
LRH-1 inv ag,-6,20
TRAIL sens C8,-14,-6

More results
#25 CC(NS(=O)(=O)c1ccccc1)C(=O)Nc1nccs1 (stereo not drawn)
#26 CC(=O)NC1CCN(C(=O)N2CCCC2)CC1
#27 Cc1ccccc1OCCC(=O)NNC(=O)COc1cccc(F)c1
#28 COc1ccccc1CNC(=O)CCC1N=C2c3ccccc3N=C(SCC(=O)NCC3CCCO3)N2C1=O (stereo not drawn)
#29 Cc1ccc(NC2CCCN(C(=O)c3cccc4nccnc34)C2)cc1C (stereo not drawn)
#30 CC(=O)Nc1ccc(NC(=O)c2cc(-c3ccc(C)cc3O)n[nH]2)cc1

screen / no.,25,26,27,28,29,30
NCOA3 inh,-9,7,13,0,9,-31
TROY NFkB inh,9,5,-11,-11,12,-9
NCOA2 inhibitor,9,7,-7,11,-10,-14
TLR9-MyD88 block,3,-6,-9,3,-18,2
COUP-TFII inh,6,-2,-4,-1,7,12
SRC1 inh,1,4,-5,-1,2,-59
NOD2-RIPK2 inh,6,-17,4,1,-2,0
LMP1 NFkB inh,-9,-8,0,-1,3,2
Vif inh,9,.,1,2,-6,-5
LRH-1 inv ag,-1,-16,-17,11,6,-43
TRAIL sens C8,-10,-9,14,4,-9,15

#31 CCOc1ccc(N2C(=O)CC(NCCc3ccncc3)C2=O)cc1 (stereo not drawn)
#32 CC(=O)c1ccc(NC(=O)CN2CCCCCC2)cc1
#33 CC1(C)CCC(=O)N2CC[C@H]3C[C@H](OC(=O)Nc4ccccc4)C[C@@H]1[C@H]32
#34 COC(=O)c1ccccc1NC(=O)CN(C)S(=O)(=O)c1ccc(OC)c(C)c1
#35 CC(C)CC(=O)N1CCN(CC2CC=CCC2)CC1 (stereo not drawn)
#36 COc1cc(C(=O)OCC(=O)N2CCN(S(=O)(=O)c3ccc(C)cc3C)CC2)c([N+](=O)[O-])cc1OC

screen / no.,31,32,33,34,35,36
NCOA3 inh,-19,8,-91,-23,4,3
TROY NFkB inh,-13,-1,-41,16,-22,7
NCOA2 inhibitor,21,-20,-41,-4,6,-31
TLR9-MyD88 block,-1,-1,1,6,-9,-1
COUP-TFII inh,-1,-15,-25,-2,1,8
SRC1 inh,-2,-13,-66,-50,-3,-25
NOD2-RIPK2 inh,-7,-12,-1,-14,-8,-5
LMP1 NFkB inh,-9,-4,-14,4,2,4
Vif inh,3,3,3,-7,-12,-9
LRH-1 inv ag,11,-12,-61,-1,0,-2
TRAIL sens C8,3,-17,12,-17,-1,5

#37 CCOC(=O)C1CCN(C(=O)C(C)Oc2ccc(C(=O)c3ccccc3)cc2)CC1 (stereo not drawn)
#38 O=C1CN(C(=O)COC(=O)[C@@H]2CCCN2S(=O)(=O)c2ccc(Cl)cc2)c2ccccc2N1
#39 COCCC(=O)N1CCC(Oc2ccc(C(=O)N3CCC(N(C)C)C3)cc2)CC1 (stereo not drawn)
#40 O=C(NC(=S)Nc1cccc(-c2ccc(CO)o2)c1)c1cccs1
#41 O=C(NN=C1CCCC1)C1COc2ccccc2O1 (stereo not drawn)
#42 COc1ccc(C(=O)N/N=C(\C)CC(=O)Nc2cccc(C(F)(F)F)c2)cc1

screen / no.,37,38,39,40,41,42
NCOA3 inh,-5,-27,-19,-31,1,8
TROY NFkB inh,41,-2,14,-34,-32,-18
NCOA2 inhibitor,-4,17,-21,-27,-12,-1
TLR9-MyD88 block,-1,-10,-1,-3,-6,6
COUP-TFII inh,4,-4,6,-47,7,-15
SRC1 inh,-11,1,9,-41,-16,9
NOD2-RIPK2 inh,-3,-1,-7,4,15,-12
LMP1 NFkB inh,12,-2,0,-2,4,-4
Vif inh,-1,14,-4,.,5,0
LRH-1 inv ag,-15,16,4,-71,13,-12
TRAIL sens C8,13,0,0,3,3,-18

#43 COCC(O)CSc1nc(C)[nH]c1[N+](=O)[O-] (stereo not drawn)
#44 N#Cc1c2n(c(=S)n(-c3ccc(F)cc3)c1=O)CCCCC2
#45 COc1ccccc1NC(=O)Nc1ccc(C(=O)N2CCCCC2)cc1
#46 O=C(Nc1ccc(Nc2ccccc2)cc1)c1ccc(F)cc1
#47 O=C(CC1Oc2ccccc2NC1=O)NCc1ccccc1 (stereo not drawn)

screen / no.,43,44,45,46,47
NCOA3 inh,21,5,-40,-48,-8
TROY NFkB inh,8,10,9,-30,5
NCOA2 inhibitor,.,-8,-38,-69,-18
TLR9-MyD88 block,-2,11,1,3,-3
COUP-TFII inh,.,13,-29,-2,13
SRC1 inh,-10,-5,-52,-7,-35
NOD2-RIPK2 inh,-6,-8,-1,-2,-9
LMP1 NFkB inh,-10,-21,-10,-25,5
Vif inh,.,0,27,-1,-3
LRH-1 inv ag,8,-9,-80,-32,12
TRAIL sens C8,-5,-9,16,7,14

Bioassay records from PubChem BioAssay.
